Bioassay records deposited in PubChem by several laboratories.
Bfl-1 displacement: Bfl-1 inhibitors, primary screen, biochemical, fluorescence polarization, FITC-Bid, mouse (AID 432); FITC-Bid BH3 peptide fluorescence polarization displacement; higher % means a stronger effect; one-dose displacement, % at 20 µM; IC50 in µM for titrated hits; hit rate 0.02% among 64,000; in the data active = a potency from the dose series; inactive = the rest, 99 in 100 with displacement below about 15%; note: strong numbers were not always called active
HPDE-C7 viability: HPDE-C7 pancreatic duct cell viability loss – fluorescence, HTS (AID 430). HPDE-C7 pancreatic duct cells viability, fluorescence; higher % means a stronger effect. hit rate 1.8% among 63,000. cytotoxicity, % at 10 µM, or EC50 in µM where a hit was titrated;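 note: cells exposed to compound for 48 hours before viability readout; 0% = vehicle and 100% = reference cytotoxic drug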
LYP inhibition: LYP phosphatase inhibitors, primary screen, biochemical, DiFMUP fluorescence, recombinant catalytic domain, 10 µM (AID 606); recombinant LYP catalytic domain, DiFMUP fluorescence; higher % means a stronger effect; one-dose inhibition, % at 10 µM; IC50 in µM for titrated hits; 52,000 tested, under 10 active;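 active = IC50 under 40 µM in the dose-response test; inactive = IC50 of 40 µM or more, or never dose-tested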
HT1080 viability: cytotoxicity in HT1080 fibrosarcoma cells, cell-based, fluorescence readout (AID 620). HT1080 viability, fluorescence; higher % means a stronger effect. cytotoxicity, % at 10 µM, or EC50 in µM where a hit was titrated. hit rate 0.42% among 87,000;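 note: cells exposed to compound overnight then 4 h with Alamar Blue; 0% = vehicle DMSO and 100% = killing control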
Spn MK inh: inhibitors of Streptococcus pneumoniae mevalonate kinase; AID 555; hit rate 0.48% among 65,000; purified MK, PK/LDH-coupled NADH absorbance 340 nm; inhibition, % at 10 µM;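 active = ranked among the strongest by inhibition in the single 10 µM screen, a fixed top-ranked set picked for dose follow-up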; note: no value below 0 was filed
Spn DPM-DC inh: inhibitors of Streptococcus pneumoniae diphosphomevalonate decarboxylase; purified DPM-DC, PK/LDH coupled NADH fluorescence; calls only at 10 µM; hit rate 0.49% among 65,000;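 active = the 320 compounds with the highest percent inhibition in the single-dose primary screen, excluding strongly autofluorescent ones, cut at about 32% in these data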;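 note: kinetic rate of NADH fluorescence loss reporting ADP formed by the decarboxylase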
KRASV12 cytotoxicity: viability loss of HPDE-C7K cells – cell-based, fluorescence, HTS, primary screen (AID 431). cytotoxicity, % at 10 µM; hits with a dose series show EC50 in µM. HPDE-C7K KRASV12 cells, Alamar Blue viability, 48 h; higher % means a stronger effect. hit rate 1.7% among 63,000;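 active = compounds whose percent cytotoxicity in the single-dose primary screen, scaled between solvent and toxic-drug controls, exceeds 50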;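 note: 0% = DMSO solvent wells and 100% = doxorubicin-treated wells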
Alkaline phosphatase: human TNAP enzyme inhibitors, biochemical, luminescent (AID 518); hit rate 0.09% among 64,000; one-dose inhibition, % at 20 µM; IC50 in µM for titrated hits; purified TNAP enzyme, luminescent substrate readout; higher % means a stronger effect; in the data active = a potency from the dose series; inactive = the rest, 99 in 100 with inhibition below about 22%;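 note: plate controls were vehicle for no effect and reference inhibitor for full effect; many of its hits are not listed in these tables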
PMK inhibit: S. pneumoniae PMK inhibition. hit rate 0.49% among 65,000. purified PMK, PK/LDH-coupled NADH absorbance 340 nm. inhibition, % at 10 µM;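 active = top-ranked compounds by inhibition in the single 10 µM screen, taking a fixed number of the strongest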;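 note: 0% = full reaction with DMSO carrier and 100% = background rate without enzyme reaction; no value below 0 was filed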
PMK inhibit pilot replicates: further read-out of PMK inhibit, marked with its call; inhibition, %; measured here: pilot screen replicates
Spn MK inh pilot replicates: further read-out of Spn MK inh, marked with its call; inhibition, %; measured here: pilot screen replicates
Spn DPM-DC inh pilot screen %: second read-out of Spn DPM-DC inh, no call of its own (marks repeat the call); inhibition, %; measured here: pilot screen trials
Starred values were filed as active, the others as inactive; i = inactive; x = no result given; + = active, no number. Cut-off read from the data, not from the text of the source, unless noted: active = cytotoxicity above about 50%; inactive = the rest.

SMILES	Bfl-1 displacement	HPDE-C7 viability	LYP inhibition	HT1080 viability	Spn MK inh	Spn DPM-DC inh	KRASV12 cytotoxicity	Alkaline phosphatase	PMK inhibit	others
Cc1c(NC(=O)C(CC(=O)O)NCc2ccco2)c(=O)n(-c2ccccc2)n1C (stereo not drawn)	-0.8%	-2.4%	-2.3%	-0.2%	6.0	i	-11.9%	5.4%	0.0
C=CCOC(=O)C1=C(C)NC(=O)NC1/C=C/c1ccccc1 (stereo not drawn)	-1.8%	-11.0%	x	25.8%	1.0	i	-10.7%	10.0%	3.0
CC(C)(C)C1CCc2[nH]c3ccccc3c(=O)c2C1 (stereo not drawn)	-4.2%	7.6%	4.7%	11.5%	0.0	i	10.8%	7.1%	0.0
COC(=O)c1ccccc1S(=O)(=O)N(Cc1ccco1)Cc1cc2cc(OC)ccc2[nH]c1=O	2.9%	-21.1%	x	-1.3%	10.0	i	-1.7%	16.8%	15.0
CC1CCCC(NC(=O)c2ccc3c(=O)n(CC4CCCO4)c(=O)[nH]c3c2)C1C (stereo not drawn)	1.3%	-3.2%	6.9%	-6.3%	7.0	i	1.0%	8.4%	5.0
COc1cc(NS(=O)(=O)c2ccc(NC(=O)COc3ccc(C)cc3)cc2)nc(OC)n1	-3.1%	-22.3%	5.0%	11.1%	8.0	i	-8.5%	10.6%	0.0
COC(=O)C1=C(C)NC(=O)CC1c1cccc(OC)c1OC (stereo not drawn)	1.5%	-10.2%	-0.8%	-2.3%	3.0	i	-3.4%	-0.4%	3.0
COc1ccc(CNC(=O)Cn2nc(C(F)(F)F)c3c2CCC3)cc1	-2.2%	-18.1%	2.1%	4.7%	14.0	i	-3.1%	3.6%	13.0	PMK inhibit pilot replicates=2.5;Spn MK inh pilot replicates=0.0;Spn DPM-DC inh pilot screen %=2.0
O=C(NC1CC2CCCC(C1)N2Cc1ccco1)NC12CC3CC(CC(C3)C1)C2 (stereo not drawn)	-6.4%	2.4%	x	5.3%	6.0	i	7.3%	-19.0%	18.0
O=c1c2ccccc2oc2nc3n(c(=O)c12)CCCS3	-1.7%	3.5%	6.9%	2.7%	2.0	i	6.9%	8.1%	0.0
CCN(CC)CCNC(=O)c1ccccn1	2.4%	-8.3%	6.7%	-6.2%	2.0	i	-11.4%	5.1%	9.0
O=S(=O)(NC1CCCC1)c1ccccc1Cl	-4.9%	-5.8%	1.4%	-4.2%	0.0	i	-5.7%	7.2%	10.0	PMK inhibit pilot replicates=0.0;Spn MK inh pilot replicates=0.0;Spn DPM-DC inh pilot screen %=0.0
CCOc1ccc(-c2nc(C#N)c(N3CCOCC3)o2)cc1	1.2%	-10.6%	-12.5%	-10.5%	12.0	x	-7.8%	5.5%	2.0
CN(C(=O)c1ccno1)c1nnc(-c2cccnc2)s1	-4.4%	-4.0%	1.5%	-5.0%	12.0	i	4.0%	5.3%	5.0
Cn1c(-c2ccccc2)cnc1SCC(=O)NCc1ccco1	-7.0%	-3.6%	-5.0%	-0.8%	9.0	i	-16.1%	5.3%	10.0
COc1cccc(-c2nnc(SCC(=O)N3CCCc4ccccc43)o2)c1	-3.8%	-6.9%	-1.9%	14.8%	0.0	i	-3.2%	8.7%	0.0	PMK inhibit pilot replicates=6.0;Spn MK inh pilot replicates=0.0;Spn DPM-DC inh pilot screen %=1.5
CCCn1c(SCC(=O)Nc2ccccc2N2CCCCC2)nc2c1c(=O)n(C)c(=O)n2C	-9.5%	-16.4%	7.6%	-8.0%	7.0	i	-18.4%	11.6%	6.0
c1ccc(-c2csc(N3CCCCCC3)n2)cc1	0.3%	-27.9%	x	-7.1%	3.0	i	-15.8%	17.3%	7.0	PMK inhibit pilot replicates=0.0;Spn MK inh pilot replicates=0.0;Spn DPM-DC inh pilot screen %=0.0
O=C(O)CNC(=O)c1ccc(OC(F)F)cc1	-7.0%	-8.3%	x	8.7%	11.0	i	0.8%	5.7%	0.0
CN1CCN(S(=O)(=O)c2ccc(N3CCN(S(=O)(=O)/C=C/c4ccccc4)CC3)nc2)CC1	8.6%	-4.1%	-4.8%	-2.6%	0.0	i	0.9%	5.4%	0.0
c1cnc(NCCNc2ncccn2)nc1	-1.6%	-4.5%	-5.1%	6.0%	8.0	i	-5.3%	8.0%	0.0	PMK inhibit pilot replicates=1.5;Spn MK inh pilot replicates=0.0;Spn DPM-DC inh pilot screen %=3.0
COc1ccc2c(c1)c(C(O)CN1CCN(Cc3ccc4c(c3)OCO4)CC1)c(C)n2C (stereo not drawn)	8.7%	21.3%	x	-1.2%	11.0	i	24.1%	10.6%	6.0
COC(=O)c1cccc(NC(=O)c2cc3sccc3n2C)c1	-3.1%	4.5%	x	4.2%	0.0	i	20.8%	14.7%	6.0
CCc1ccccc1N(CC)C(=O)CCc1nc(-c2ccc(C)cc2)no1	-3.6%	1.7%	0.6%	-13.2%	1.0	i	-7.2%	0.4%	5.0
Cc1noc(C)c1CSc1nc2ccccc2s1	-4.8%	2.8%	x	12.2%	5.0	+	-2.6%	21.3%	16.0	PMK inhibit pilot replicates=0.5;Spn MK inh pilot replicates=0.0;Spn DPM-DC inh pilot screen %=+

The final two compounds of the section above are carried over, then new ones follow.
SMILES	Bfl-1 displacement	HPDE-C7 viability	LYP inhibition	HT1080 viability	Spn MK inh	Spn DPM-DC inh	KRASV12 cytotoxicity	Alkaline phosphatase	PMK inhibit	others
CCc1ccccc1N(CC)C(=O)CCc1nc(-c2ccc(C)cc2)no1	-3.6%	1.7%	0.6%	-13.2%	1.0	i	-7.2%	0.4%	5.0
Cc1noc(C)c1CSc1nc2ccccc2s1	-4.8%	2.8%	x	12.2%	5.0	+	-2.6%	21.3%	16.0	PMK inhibit pilot replicates=0.5;Spn MK inh pilot replicates=0.0;Spn DPM-DC inh pilot screen %=+
Cc1nnc2ccc(N3CCN(C(=O)c4ccccc4)CC3)nn12	-2.5%	-16.2%	x	1.2%	4.0	i	-4.2%	-1.1%	18.0
COc1ccc(-c2noc(CCC(=O)NCCN3CCN(c4ccccc4F)CC3)n2)cc1	-3.0%	-7.6%	13.8%	x	0.0	i	-6.4%	-3.6%	0.0
C=C(C)Cn1c(C2CC(=O)N(c3ccccc3F)C2)nc2ccccc21 (stereo not drawn)	-1.1%	-12.6%	4.1%	1.6%	2.0	i	2.0%	8.5%	13.0
CCc1ccc(NC(=O)c2cc(CC(C)C)on2)cc1	1.2%	-6.6%	12.3%	-5.0%	9.0	i	-7.3%	8.2%	4.0
COc1ccc(S(=O)(=O)N2CCOCC2)cc1C(=O)Nc1nc2ccccc2s1	-0.8%	-1.1%	-2.1%	4.0%	6.0	i	-0.6%	7.7%	3.0
Cc1n[nH]c(C)c1S(=O)(=O)N(CC(=O)Nc1ccc2c(c1)OCCO2)c1ccc(C(C)C)cc1	-5.2%	-8.0%	1.5%	-8.0%	5.0	i	2.1%	-4.3%	0.0
Cn1c(Oc2ccccc2NCc2cc(Br)ccc2O)cc(=O)n(C)c1=O	-2.1%	8.8%	x	-7.5%	9.0	i	3.2%	7.0%	17.0
C=CCSc1nc(N)c(C#N)c(-c2ccc(C)cc2)c1C#N	1.6%	21.8%	-2.1%	1.7%	5.0	i	30.9%	12.2%	8.0
CCOC(=O)c1[nH]c2ccc(C)cc2c1N=C(C)N(C)C	-2.3%	16.8%	x	-1.2%	12.0	i	70.0%*	6.2%	10.0	PMK inhibit pilot replicates=4.0;Spn MK inh pilot replicates=1.0;Spn DPM-DC inh pilot screen %=2.0
COc1ccc(CC(=O)Nc2cccc(-c3nnc(-c4ccc(C)cc4)o3)c2)cc1OC	-9.7%	10.2%	x	12.5%	4.0	i	18.8%	13.3%	0.0
Cc1nn(CC(=O)Nc2ccc3c(c2)nc(CN2CCCC2)n3C)c(=O)c2ccccc12	-7.2%	-6.3%	-12.0%	6.2%	5.0	i	-7.1%	5.0%	11.0
CCCc1cc(C(=O)N(C2CCCCC2)C2CCCCC2)no1	2.2%	-25.1%	14.2%	-16.3%	8.0	i	-8.8%	4.1%	7.0
O=C(O)c1ccc(OCCn2ccnc2)cc1	2.7%	15.7%	x	-9.2%	4.0	i	19.7%	9.1%	4.0
Cc1cccc(NC(=O)c2ccccn2)c1C	-1.3%	-5.4%	7.1%	-6.6%	4.0	i	8.0%	-2.5%	13.0
Cc1ccc(S(=O)(=O)Nc2ccc3nc(-c4cccn4C)[nH]c3c2)cc1	3.1%	5.5%	8.6%	35.9%	2.0	i	19.0%	8.3%	0.0
CCc1nc2sc(C)c(C)c2c(=O)n1CCO	-9.2%	7.2%	-1.7%	-6.2%	4.0	i	0.8%	13.0%	3.0	PMK inhibit pilot replicates=0.0;Spn MK inh pilot replicates=0.0;Spn DPM-DC inh pilot screen %=0.0
Cc1cc2ccccn2c1C(=O)c1ccncc1	0.4%	-20.2%	9.2%	6.7%	6.0	i	-13.4%	11.5%	9.0	PMK inhibit pilot replicates=6.0;Spn MK inh pilot replicates=0.0;Spn DPM-DC inh pilot screen %=1.0
COc1ccc(CNS(=O)(=O)c2ccc(S(=O)(=O)N3CCCCC3)cc2)cc1	-3.2%	-7.5%	9.1%	-5.4%	4.0	i	-5.1%	10.5%	13.0
Cn1c(=O)c2c(nc(CN3CCN(C(=O)c4ccco4)CC3)n2CCc2ccccc2)n(C)c1=O	2.6%	-5.1%	16.4%	-2.1%	14.0	i	-4.3%	1.4%	16.0
COc1ccc(C2CC(c3cccc(Cl)c3)n3nc(N)nc3N2)cc1 (stereo not drawn)	1.1%	4.7%	-10.6%	-13.5%	4.0	i	1.2%	0.9%	7.0
CCCCCCn1c(N2CCC(C(N)=O)CC2)nc2c1c(=O)n(C)c(=O)n2C	1.8%	-2.5%	-2.3%	-15.6%	6.0	i	-7.8%	4.7%	5.0
COC(=O)Nc1nnc(CCc2ccccc2)s1	1.0%	-23.3%	-7.5%	0.5%	6.0	i	-9.6%	11.5%	10.0	PMK inhibit pilot replicates=1.5;Spn MK inh pilot replicates=1.0;Spn DPM-DC inh pilot screen %=9.5
Cc1ccc(C)c(N2CCN(C(=O)CN(C)S(=O)(=O)c3cnc[nH]3)CC2)c1	-10.7%	-3.0%	-2.9%	-4.6%	0.0	i	-2.1%	-0.5%	2.0
CCOc1ccc(CCNC(=O)c2nnc(Cc3ccc(F)cc3)o2)cc1OCC	-1.0%	2.4%	10.6%	-6.0%	6.0	i	-8.1%	1.6%	5.0
CCOc1cc(C2C(C(=O)OCC(C)C)=C(C)N=C3SCCC(=O)N32)ccc1OC(C)=O (stereo not drawn)	-5.0%	-10.1%	1.7%	2.9%	0.0	i	8.6%	2.5%	19.0
Cc1ccc(N(CC(=O)NC2CCCC2)C(=O)CCCC(=O)Nc2ccccn2)cc1C	-2.1%	2.3%	-1.6%	13.4%	0.0	i	-5.1%	5.7%	20.0
COc1ccc(OCc2nn3c(-c4cccc(OC)c4)nnc3s2)cc1	-1.1%	-12.5%	x	-0.3%	4.0	i	8.6%	17.6%	14.0
CCCN(CCC)C(=O)CSc1nc2ccccc2c(=O)n1C1CCCC1	-7.9%	1.9%	6.3%	-32.9%	13.0	i	-2.4%	9.3%	13.0	PMK inhibit pilot replicates=2.5;Spn MK inh pilot replicates=3.5;Spn DPM-DC inh pilot screen %=0.0
COc1cc(S(=O)(=O)N2CCOCC2)ccc1F	-8.2%	6.2%	8.2%	-2.8%	5.0	i	10.9%	9.4%	12.0
